Source: PubChem BioAssay (National Center for Advancing Translational Sciences (NCATS))
EPAC1 ag: EPAC1 (human) agonism; Potency, µM (doses to about 154 µM), without a hit: at the highest dose activation, usual class: activators; EPAC1 agonist qHTS, biochemical assay; response scale: 100% = response to 6.5 mM cAMP; AID 720707; 360,000 tested, 0.073% active; further: potency means the concentration at half of the fitted maximal effect; nearly all actives have a fitted effect of over 60% in size
Target sequence (O95398 whole entry, looked up): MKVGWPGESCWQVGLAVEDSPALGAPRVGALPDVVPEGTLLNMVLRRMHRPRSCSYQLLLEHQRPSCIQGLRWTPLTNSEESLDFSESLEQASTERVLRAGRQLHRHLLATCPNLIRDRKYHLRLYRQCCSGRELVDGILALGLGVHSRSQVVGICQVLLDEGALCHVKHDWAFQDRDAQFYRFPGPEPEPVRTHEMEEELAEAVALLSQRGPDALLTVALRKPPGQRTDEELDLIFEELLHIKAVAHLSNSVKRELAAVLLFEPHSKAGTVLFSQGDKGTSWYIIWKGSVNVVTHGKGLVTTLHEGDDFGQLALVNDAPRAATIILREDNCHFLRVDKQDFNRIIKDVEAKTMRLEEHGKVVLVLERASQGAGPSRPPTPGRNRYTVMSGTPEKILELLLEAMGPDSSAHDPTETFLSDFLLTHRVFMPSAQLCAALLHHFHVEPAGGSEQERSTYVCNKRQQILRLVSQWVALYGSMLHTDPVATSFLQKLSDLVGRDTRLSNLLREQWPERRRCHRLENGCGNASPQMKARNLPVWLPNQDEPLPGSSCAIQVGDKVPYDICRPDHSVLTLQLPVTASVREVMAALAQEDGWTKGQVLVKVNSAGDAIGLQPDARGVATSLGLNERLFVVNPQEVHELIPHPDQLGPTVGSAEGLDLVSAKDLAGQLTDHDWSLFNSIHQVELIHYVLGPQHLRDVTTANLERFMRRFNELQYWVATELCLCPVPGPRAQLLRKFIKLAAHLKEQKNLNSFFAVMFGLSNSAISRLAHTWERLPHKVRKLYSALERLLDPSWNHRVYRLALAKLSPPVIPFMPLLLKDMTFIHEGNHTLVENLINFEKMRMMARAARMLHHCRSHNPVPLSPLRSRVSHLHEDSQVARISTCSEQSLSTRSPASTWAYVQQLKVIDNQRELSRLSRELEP
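Normalized to 6.5 mM cAMP, activity reflects EPAC1-catalysed release of BODIPY-GDP from Rap1B, followed kinetically over 30 min at 480 nm excitation, 540 nm emission. Reaction contained 100 nM EPAC1, 250 nM Rap1B-BODIPY-GDP, 50 uM GDP.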
PI5P4Ka inh: inhibitors of human PI5P4K alpha; P48426; 330,000 tested, 1.2% active; max response, %; AID 652105; PI5P4Kalpha enzyme, ADP-Glo luminescence, 60 min; hits give low values; active means max response of -50% or lower; inconclusive means between -30% and -50%; inactive means -30% or higher; further: value at the top dose of about 77 µM; on the % scale 0 is the no-effect control and ±100 the full control effect
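PI5P4Kalpha ADP-Glo assay; 5 microM ATP final; 60 min RT reaction; HEPES pH 7.4/EGTA/CHAPS, 5% DMSO; controls lacking substrate or enzyme; luminescent end-point.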
EPAC1 antag: antagonists of human EPAC1; 360,000 tested, 0.14% active; Potency, µM (highest dose often 115 µM), for inactives: at the top dose activity change, negative = inhibition, actives largely listed as inhibitors; EPAC1 GEF assay, Rap1b-BODIPY-GDP exchange fluorescence; O95398;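 further: potency means the concentration at half of the fitted maximal effect; plate controls were vehicle for no effect and positive control for full effect; nearly all actives have a fitted effect of over 50% in size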
IL2 activator: activators of IL-2; IL-2 activation reporter assay, cell-based qHTS; stimulated with anti-CD3/CD4/CD28 beads; in transgenic mouse T cells; activation, % (series mostly up to about 46 µM); 360,000 tested, 0.065% active; AID 652025; in the data active means activation above about 50%; inconclusive means mostly about 30% to 49%; further: 0% is about no effect
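Readout: EGFP and DsRed signals by fluorescent plate cytometry. Unstimulated transgenic mouse T cells received compound 60 min before antibody-bead stimulation, then incubated 18 h at 37 degrees C.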
FUS yeast rescue: rescues growth of FUS-expressing yeast | S. cerevisiae FUS-expressing, growth rescue, OD600, 24 h | Potency, µM (doses to about 76.6 µM), for inactives: top-dose growth rescue (activation), most hits filed as activators | 390,000 tested, 0.24% active | AID 1347120;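 further: potency means the concentration at half of the fitted maximal effect; plate controls were DMSO vehicle for no effect and reference control for full effect; nearly all actives have a fitted effect of over 55% in size; some results filed as inactive show a strong effect at the top dose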
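Cultures pregrown in 2.5% raffinose medium are shifted to minimal medium containing 2% galactose to express toxic FUS. Compounds are tested at several concentrations. After 24hr at 30C, growth is quantified at 600 nm absorbance.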
Abeta rescue: compounds reversing amyloid beta toxicity in yeast | yeast expressing A-beta42, growth rescue, OD600, 48 h; response scale: 0% DMSO, 100% iron-clioquinol control | Potency, µM (highest dose often 46.1 µM), without a hit: top-dose growth rescue, most hits filed as activators | 410,000 tested, 0.063% active; further: potency means the concentration at half of the fitted maximal effect; nearly all actives have a fitted effect of over 55% in size
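Yeast A-beta toxicity model in growth medium with pinned compounds, 48 h at 30 C; growth read as absorbance at 600 nm. Normalized to FeCl3/clioquinol equimolar mix (positive) and DMSO (negative).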
WRN inhibitor: blocks human WRN helicase. Q14191. AID 651768. WRN helicase unwinding, fluorescent forked duplex, kinetic. 360,000 tested, 0.46% active. Potency, µM (series often up to 114 µM), for the others: at the highest dose activity change, negative = inhibition, hits mostly inhibitors; further: potency means the concentration at half of the fitted maximal effect; on the % scale 0 is the no-effect control and ±100 the full control effect; nearly all actives have a fitted effect of over 55% in size
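Kinetic fluorescence helicase assay: unwinding of a quenched forked DNA duplex (100 nM final) with 2 mM ATP final raises red fluorescence (525/598 nm). Compounds sat 15 min at room temperature with 20 nM WRN beforehand.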
PLK1 PBD inh: inhibitors of human PLK1 polo-box domain binding. Plk1 PBD binding of FITC phosphopeptide, fluorescence polarization. Potency, µM, without a hit: max response, negative = inhibition, actives largely listed as inhibitors. 360,000 tested, 2.8% active. AID 720504; further: potency means the concentration at half of the fitted maximal effect; series mostly up to about 57 µM; on the % scale 0 is the no-effect control and ±100 the full control effect; nearly all actives have a fitted effect of over 65% in size
* marks the source's active call; other numbers are inactive results; ? = inconclusive; . = no result given; [ ] = another dose, or the depositor's remark. Unless noted, the call rests on the fitted dose curve; in most records, active means well fitted curve in the direction sought with a large enough effect; inconclusive means small, poorly fitted or top-dose-only effect, or another doubt; inactive means no such curve, though single readings can be large; an effect the other way counts as inactive or inconclusive.

1: Cc1csc(NC(=O)CSc2nnc(Cn3c(=O)sc4ccccc43)n2-c2ccccc2)n1
2: CC1(C(=O)N/N=C/c2c(F)c(F)c(F)c(F)c2F)CC1(Cl)Cl (stereo not given)
3: O=C(NC1(c2ccccc2)CC1)C1CCC(=O)N(Cc2ccc(Cl)cc2)C1 (stereo not given)
4: S=C1NCCN1CC1CCN(CCC23CC4CC(CC(C4)C2)C3)CC1
5: COc1cc(=O)[nH]c(SC(C)C(=O)Nc2cccc3ccccc23)n1 (stereo not given)
6: COc1ccc(NC(=O)Cc2cccs2)cc1S(=O)(=O)N1CCCCC1
7: O=C(CN1CCN(C(=O)C2COc3ccccc3O2)CC1)Nc1ccccc1 (stereo not given)
8: O=C(Cn1nnc(-c2ccccc2)c1COc1ccc2ccccc2c1)NCC1CC1
Compound	1	2	3	4	5	6	7	8
WRN inhibitor	1%	10%	2%	-5%	-15%	-11%	-1%	0%
FUS yeast rescue	8%	6%	10%	-3%	24%	14%	-13%	?
IL2 activator	-0.9	-0.2	-1.1	-0.2	-0.8	0.1	-0.3	-0.8
Abeta rescue	0%	36%	-3%	-4%	10%	-2%	13%	-8%
PI5P4Ka inh	-7	-1	-3	0	-10	3	-3	3
EPAC1 antag	-3%	1%	4%	-6%	-22%	6%	-4%	-6%
EPAC1 ag	2%	10%	-4%	5%	3%	11%	7%	-19%
PLK1 PBD inh	-21%	-19%	-7%	-6%	-7%	4%	0%	2%

9: CCc1ccc(C(=O)NNC(=O)CN2C(=O)NC(CC)(c3ccccc3)C2=O)cc1 (stereo not given)
10: O=C(Nc1ccc2ccccc2c1)N1CCCN(CCOc2ccccc2)CC1
11: O=C(Nc1cc(S(=O)(=O)N2CCCCCC2)ccc1OCC(F)(F)F)C1CCC1
12: N#CCOC(=O)/C=C/c1ccc2c(c1)OCO2
13: CCC(C)Nc1nc(N)c([N+](=O)[O-])c(NCCO)n1 (stereo not given)
14: CCCCCOCC1CC(C/C(C)=N/Nc2nc(-c3ccccc3)cs2)C(=O)O1 (stereo not given)
15: COCCN(C(=O)c1ccccc1)c1nnc(-c2cccnc2)s1
16: O=C(CSc1nnc(Cn2cnc3ccccc32)o1)c1ccccc1
Compound	9	10	11	12	13	14	15	16
WRN inhibitor	-4%	-1%	-19%	-3%	3%	-11%	3%	3%
FUS yeast rescue	0%	0%	22%	14%	33%	?	-2%	-8%
IL2 activator	1.5	0.3	-0.5	-1.2	-0.1	0.3	-2.0	-1.9
Abeta rescue	-2%	-4%	17%	-34%	-2%	-6%	-29%	17%
PI5P4Ka inh	-1	8	8	-5	-11	-20	1	-14
EPAC1 antag	-9%	9%	11%	-2%	-18%	8%	7%	4%
EPAC1 ag	2%	-5%	-1%	1%	4%	-8%	1%	-14%
PLK1 PBD inh	-6%	1%	-3%	-7%	-1%	21µM*	2%	?

Single records, from the list above. Screens in order: WRN inhibitor | FUS yeast rescue | IL2 activator | Abeta rescue | PI5P4Ka inh | EPAC1 antag | EPAC1 ag | PLK1 PBD inh
N#CCOC(=O)/C=C/c1ccc2c(c1)OCO2 is entered as -3% | 14% | -1.2 | -34% | -5 | -2% | 1% | -7%
COCCN(C(=O)c1ccccc1)c1nnc(-c2cccnc2)s1 is entered as 3% | -2% | -2.0 | -29% | 1 | 7% | 1% | 2%
O=C(Nc1ccc2ccccc2c1)N1CCCN(CCOc2ccccc2)CC1 is entered as -1% | 0% | 0.3 | -4% | 8 | 9% | -5% | 1%

Further structures
17: O=[N+]([O-])c1ccc(Oc2ccc(-c3cnc4ccccc4n3)cc2[N+](=O)[O-])cc1
18: COc1ccc(C#Cc2cnc3c(c2)C(=O)N([C@@H](C)CO)C[C@@H](C)[C@@H](CN(C)CC2CCOCC2)O3)cc1
19: O=C(COc1ccc(C(=O)NCC2CCCO2)cc1)Nc1cccc(C(F)(F)F)c1 (stereo not given)
20: CCCS(=O)(=O)N1CCc2ccc(NC(=O)C3CCCO3)cc2C1 (stereo not given)
21: C[C@H](O)[C@@H]1C(=O)N2CCc3ccc(-c4ccccc4)cc3[C@@H]2C[C@@H]1N(C)C(=O)Nc1cc(Cl)cc(Cl)c1
22: COc1cc(CC(=O)OCC(=O)NCC(C)C)cc(OC)c1OC
23: CC1=C(CCN2CCN(C(C)C)C(CCO)C2)C(C)(C)CCC1 (stereo not given)
24: COc1ccc(NCC(O)Cn2c(C)c(C)c3ccccc32)cc1 (stereo not given)
Compound	17	18	19	20	21	22	23	24
WRN inhibitor	6%	9%	-5%	-17%	0%	-7%	-1%	-7%
FUS yeast rescue	.	9%	12%	.	?	2%	3%	22%
IL2 activator	-5.7	-1.9	-1.3	-0.4	0.6	-1.9	-0.5	-1.7
Abeta rescue	-3%	-8%	-11%	3%	-1%	7%	0%	?
PI5P4Ka inh	0	-6	12	-5	17	9	2	-2
EPAC1 antag	-8%	10%	?	-13%	4%	-1%	17%	-13%
EPAC1 ag	1%	-5%	-6%	6%	2%	3%	3%	4%
PLK1 PBD inh	4%	-7%	-10%	-11%	3%	-4%	-7%	0%

25: CC(c1ccccc1F)n1cc(C(=O)NCc2ccncc2)nn1 (stereo not given)
26: N#CCCN(C(=O)COC(=O)c1cccc(S(=O)(=O)Nc2ccc([N+](=O)[O-])cc2)c1)c1ccccc1
27: Nn1c(SCC(=O)Nc2ccc3c(c2)OCCO3)nnc1C(F)(F)F
28: CCC[C@@H]1CCCC/C=C\CCCC(=O)OCCN1C(=O)OC(C)(C)C
29: COc1cc(C(=O)N2CCN(C/C=C/c3ccccc3)CC2)cc(OC)c1OC
30: Cc1ccc(NS(=O)(=O)c2c(C(=O)N3CCCCCC3)c(C)n(C)c2C)c(C)c1
31: CSc1nc(-c2ccco2)nn1C(=O)c1ccccc1
32: CCCn1c2ccccc2c2cnn(CC(=O)NC3CCCCC3C)c(=O)c21 (stereo not given)
Compound	25	26	27	28	29	30	31	32
WRN inhibitor	0%	-14%	-1%	-2%	4%	3%	17%	-5%
FUS yeast rescue	7%	.	10%	10%	15%	33%	.	-26%
IL2 activator	-0.8	0.9	0.6	-0.1	-1.4	-1.8	3.3	-0.2
Abeta rescue	11%	16%	18%	-9%	11%	0%	-7%	-12%
PI5P4Ka inh	2	-10	-1	6	.	-1	1	11
EPAC1 antag	2%	-12%	-1%	-16%	-2%	0%	2%	-22%
EPAC1 ag	4%	8%	-12%	-16%	8%	11%	-6%	6%
PLK1 PBD inh	-13%	-14%	-5%	0%	-1%	-11%	11µM*	-2%

3 compounds drawn at random from the list so far:
25: CC(c1ccccc1F)n1cc(C(=O)NCc2ccncc2)nn1 (stereo not given)
30: Cc1ccc(NS(=O)(=O)c2c(C(=O)N3CCCCCC3)c(C)n(C)c2C)c(C)c1
29: COc1cc(C(=O)N2CCN(C/C=C/c3ccccc3)CC2)cc(OC)c1OC
Compound	25	30	29
WRN inhibitor	0%	3%	4%
FUS yeast rescue	7%	33%	15%
IL2 activator	-0.8	-1.8	-1.4
Abeta rescue	11%	0%	11%
PI5P4Ka inh	2	-1	.
EPAC1 antag	2%	0%	-2%
EPAC1 ag	4%	11%	8%
PLK1 PBD inh	-13%	-11%	-1%

Single values from the entries so far.
Entry for entry 21 under EPAC1 antag: 4%
Entry for entry 20 under EPAC1 antag: -13%
Entry for entry 27 under PI5P4Ka inh: -1

Two entries from above in a different format.
Order of values – WRN inhibitor	FUS yeast rescue	IL2 activator	Abeta rescue	PI5P4Ka inh	EPAC1 antag	EPAC1 ag	PLK1 PBD inh
25) CC(c1ccccc1F)n1cc(C(=O)NCc2ccncc2)nn1 (stereo not given)
→ 0%	7%	-0.8	11%	2	2%	4%	-13%
26) N#CCCN(C(=O)COC(=O)c1cccc(S(=O)(=O)Nc2ccc([N+](=O)[O-])cc2)c1)c1ccccc1
→ -14%	.	0.9	16%	-10	-12%	8%	-14%

The listing continues:
33: O=C(COC(=O)[C@@H]1CCCN1S(=O)(=O)c1ccccc1F)Nc1ccc(OC(F)F)cc1
34: CN(C)CCNC(=O)Nc1cccc(Cl)c1Cl
35: Cc1oc(C(C)(C)C)cc1C(=O)Nc1cccc(/C=C\C(=O)O)c1
36: CCOc1cc(S(=O)(=O)n2c(C)nc3ccccc32)ccc1F
37: Cc1cc(C)c(NS(=O)(=O)c2ccc3c(c2)NC(=O)CC(=O)N3)c(C)c1
38: CCC(C)NC(=O)C1CCN(CCCc2ccccc2)CC1 (stereo not given)
39: O=C1CCN(c2ncccc2[N+](=O)[O-])CC1
40: CC(C)C(=O)Nc1cccc(-c2cn3ccccc3n2)c1
Compound	33	34	35	36	37	38	39	40
WRN inhibitor	-9%	12%	-15%[57.1 µM]	-23%	-6%	-14%	-1%	-11%
FUS yeast rescue	12%	-13%	9%	-5%	-9%	1%	19%	.
IL2 activator	0.4	-0.2	-2.8	-5.1	-1.8	0.3	0.0	-0.3
Abeta rescue	0%	-1%	-7%	18%[9.22 µM]	30%	18%	-12%	10%
PI5P4Ka inh	-11	-3	5	2	-4	-1	-2	1
EPAC1 antag	?	8%	-3%	6%	?	2%	-16%	6%
EPAC1 ag	0%	9%	-17%	-3%	5%	0%	2%	7%
PLK1 PBD inh	-7%	-3%	-10%	1%	-2%	-9%	-13%	-23%

41: CCC1=NN(C(=O)COc2ccccc2)C(O)(c2ccc(Br)cc2)C1 (stereo not given)
42: Nc1nc2c(ccc3ccccc32)s1
43: O=C(NCCCN1CCCCC1)C1(S(=O)(=O)c2ccc(Cl)cc2)CC1
44: Cc1ccccc1Oc1cc(-n2ncc(Cl)c(Cl)c2=O)ncn1
45: CCOC(=O)[C@]12CCCC=C1N(Cc1ccco1)C(=O)[C@H](CC(=O)NCc1cccs1)C2
46: CC(=O)Nc1ccc(C(=O)Nc2ccc(S(=O)(=O)N3CCCCC3)cc2)cc1
47: CC(C)NCCOCCSc1ccc(Cl)cc1
Compound	41	42	43	44	45	46	47
WRN inhibitor	-1%	0%	-5%	?	-2%	2%	-3%
FUS yeast rescue	16%	0%	-10%	.	15%	3%	0%
IL2 activator	0.6	0.5	2.0	-0.4	-0.2	-2.2	-1.8
Abeta rescue	13%	-63%[inhibitor]	-15%	-78%[inhibitor]	13%	3%	-8%
PI5P4Ka inh	2	0	-1	2	-1	-1	2
EPAC1 antag	-9%	-6%	8%	-18%	0%	2%	-9%
EPAC1 ag	3%	7%	16%	-7%	-5%	1%	11%
PLK1 PBD inh	-12%	-5%	-1%	5.3µM*	-14%	-4%	-6%
